Insulin prom inh = TRM-6 insulin promoter activity inhibition; actives 0.9% (n = 130,000); TRM-6 cells (human fetal islet line), insulin promoter-eGFP reporter, imaging; reporter expression induced with tamoxifen; inhibition, % at 2 µM; AID 1273;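 active = inhibition above the mean plus 3 SD, with well images judged a real hit on visual review, cut at about 60% in these data, passing the limit was not always enough; inconclusive = inhibition over the cutoff but images rejected on review; inactive = inhibition not above the cutoff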
SDO1 yeast rescue = compounds rescuing growth of sdo1-depleted yeast, bone marrow failure model. AID 817. actives 0.21% (n = 140,000). S. cerevisiae sdo1-depleted JHY4D growth rescue, OD600 30 h; active compounds read high; pdr5 snq2 efflux-pump mutant strain. z-score at 10 µM;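 active = z-score above 3 at both the 24 hr and the 30 hr optical density reads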;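 also: z-score against mean and SD of all compound wells on the same plate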
SDO1 yeast rescue Rescue 24 h = also measured in SDO1 yeast rescue; calls as there; z-score; S. cerevisiae sdo1-depleted JHY4D growth rescue, OD600; measured here: growth rescue at 24 h;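 0 is the plate mean of compound wells and units are plate SD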
* hit, by the source's call; i = inactive; ? = inconclusive; . = not tested or not shown.

Order of values – SDO1 yeast rescue, Insulin prom inh, SDO1 yeast rescue Rescue 24 h
- CC(C)Oc1cc(NC(=O)CS(=O)CC(=O)Nc2cccc(C(F)(F)F)c2)c(Cl)cc1Cl (stereo not drawn)
    -1.6, -42, -1
- COc1cc2cc(C)c(SCC(=O)N3CCOCC3)nc2cc1OC
    -0.43, 0, -0.01
- CCOC(=O)c1sc2ccc(S(=O)(=O)N3CCOCC3)cc2c1N
    -0.46, ., -0.02
- Cc1ccccc1-c1noc(CCC(=O)NCC2CCCO2)n1 (stereo not drawn)
    0.6, -93, 0.63
- O=C(NCc1ccccc1)c1cccc(NS(=O)(=O)c2cccc3cccnc23)c1
    0.4, -58, -0.88
- O=C(CCl)N(Cc1ccccc1)c1ccccc1
    ., i, .
- O=C(c1ccco1)N1CCN(C(c2ccccc2)c2nnnn2Cc2cccs2)CC1 (stereo not drawn)
    -0.53, ., -1.1
- O=C(O)c1cccc(NC(=O)c2cccc(S(=O)(=O)N3CCCCC3)c2)c1
    1.1, ., 1.7
- CCN(CC)S(=O)(=O)c1ccc(C(=O)Nc2cc(C)cc(C)c2)cc1
    -1.3, 19, -1.6
- CCNCc1cc(Br)c(OCC(=O)Nc2ccccc2)c(OC)c1
    1.3, -7, 0.79
- O=C(COC(=O)c1cccc2c1C(=O)c1ccccc1C2=O)NC1CCCCC1
    0.04, ., 0.67
- Cc1cccc(-n2cc(-c3ccccc3)c3c(=O)[nH]cnc32)c1
    -0.99, 3, -0.49
- COc1ccc2c(c1)SC(C)CC2=O (stereo not drawn)
    0.5, 27, 0.79
- O=C(CSc1ccccn1)Nc1cccc2ccccc12
    ., -23, .
- CCCc1nc(-c2ccccc2O)n(-c2ccccc2)n1
    -0.47, 10, -0.46

Next part.
Order of values – SDO1 yeast rescue, Insulin prom inh, SDO1 yeast rescue Rescue 24 h
- c1ccc(-c2n[nH]c3ccccc23)cc1
    -0.17, -135, -0.03
- CC(=O)c1c(C)[nH]c(C(=O)COC(=O)c2cccc(S(=O)(=O)N(C)c3ccccc3)c2)c1C
    -1.2, -7, -0.17
- C/C(CCc1ccccc1)=N\NC(=O)CCc1ccccc1
    0.66, 0, -0.58
- CC(=O)NCCOc1ccc(C(=O)O)cc1
    -0.31, -29, -1.2
- CCCCCC(=O)NNC1=NCC(Cc2ccccc2)S1 (stereo not drawn)
    ., -8, .
- CSc1nc(N)nc(SCC(=O)C(C)(C)C)c1C#N
    -0.62, 43, -0.71
- O=C(O)CSCc1nc2ccccc2[nH]1
    ., -14, .
- Cc1cc(C)cc(OCC(=O)OCC(=O)NCCC2=CCCCC2)c1
    0.42, ., -1.1
- CC(=O)Nc1ccc(NC(=O)C2CCN(S(=O)(=O)c3cccc4nonc34)CC2)cc1
    -0.4, 2, -0.97
- CC(=O)C1=C(c2ccccc2)OC(N)=C(C#N)C1c1ccccc1C (stereo not drawn)
    -0.37, -43, -0.29
- Cc1ccc(OCC(O)CNS(=O)(=O)c2ccccc2C(=O)N2CCCCC2)cc1 (stereo not drawn)
    -0.41, -12, -0.71
- Cc1cc(C)c(C#N)c(SCc2cc3c(cc2Cl)OCO3)n1
    -0.75, 14, -0.25
- Cc1ccc([N+](=O)[O-])cc1NC(=O)CCSc1ccc(Cl)cc1
    -2.1, 47, -1.5
- O=C(NCc1ccco1)c1ccc(COc2ccc(Cl)cc2)cc1
    -0.66, -30, 0.22
- COc1ccc(N/N=C2/CCCCC2=O)cc1
    -0.72, 30, -1.1

Remaining list, next part:
Order of values – SDO1 yeast rescue, Insulin prom inh, SDO1 yeast rescue Rescue 24 h
- CC(C)c1nc(CN2CCCCC2)cc(=O)[nH]1
    ., -5, .
- CCNc1nc(NC(C)C)nc(Nn2cnnc2)n1
    -0.45, 24, 0.13
- O=C(Nc1cccc(C(F)(F)F)c1)n1cc(-c2ccccn2)c(N2CCOCC2)n1
    ., -9, .
- CN(C)C(=O)N1CCCC(C(=O)NCc2ccc(F)cc2Cl)C1 (stereo not drawn)
    0.65, 6, 1
- COCCN1Cc2cccc(C(=O)NC(C)c3cccs3)c2C1=O (stereo not drawn)
    0.79, ., 0.86
- CCN1CCN(S(=O)(=O)Cc2ccccc2)CC1
    0.39, -19, -0.33
- CCCc1cc(=O)[nH]c(SCC(=O)N2CCN(c3ccccc3)CC2)n1
    0.05, 17, 0.58
- CCOc1cc(C(=S)N2CCCCC2)ccc1OS(=O)(=O)c1ccc(Br)cc1
    0.75, -34, 1.1
- O=S(=O)(c1ccccc1)N1CCC(N2CCCCCC2)CC1
    0.72, ., 0.7
- Cc1ccc(C(=O)Nc2nc3nc(-c4ccccc4)cc(=O)n3[nH]2)cc1
    0.85, -41, 0.29
- Cn1cnnc1SCC(=O)Nc1sccc1C#N
    0.42, 41, 0.21
- CC(=O)c1ccc(N2CCC(c3cc(-c4ccc(Cl)cc4Cl)n[nH]3)CC2)c([N+](=O)[O-])c1
    -0.37, -22, -0.2
- Cc1c(NC(=O)COc2ncnc3c(Cl)cc(Cl)cc23)c(=O)n(-c2ccccc2)n1C
    -2, ., -0.77
- CC(C)(C)c1ccc(NC(=O)CC2(C(F)(F)F)OCCO2)cc1
    -0.8, ., -1.4
- CCOC(=O)c1ccccc1NC(=O)CN(c1ccccc1)S(=O)(=O)N(C)C
    -1.3, -62, -1.3

The listing continues:
Order of values – SDO1 yeast rescue, Insulin prom inh, SDO1 yeast rescue Rescue 24 h
- CCn1nc(C)c(/C=N\NC(=O)c2cccc(OC)c2)c1C
    0.36, 29, -0.12
- COC(=O)CN(c1cc(Cl)ccc1OC)S(=O)(=O)c1ccc(OC)c(OC)c1
    -0.17, ., -0.32
- COC(=O)c1cc(C(=O)c2cccc(Cl)c2Cl)cn1C
    -0.44, 7, -0.08
- CC(C)C(=O)NC(=S)Nc1ccc(S(=O)(=O)N(C)Cc2ccccc2)cc1
    -0.58, 0, -0.53
- CCOc1cc(C(=S)N2CCOCC2)ccc1OC
    0.38, 57, 0.85
- COc1cccc(Oc2nc3ncn(Cc4ccccc4)c3c(=O)n2C)c1
    -0.12, 15, 0.39
- Cc1[nH]n(-c2ccc(Cl)cc2)c(=O)c1/C=N/n1c(C)nc2ccccc2c1=O
    1.3, -150, 1.4
- CC(=O)NS(=O)(=O)c1ccc(NC(=O)c2ccccc2F)cc1
    1.7, -8, 1.7
- O=C(N/N=C(\Cc1ncc[nH]1)c1ccccc1)c1ccccc1
    ., 0, .
- N#CCC(=O)Nc1sc2c(c1C(N)=O)CCCC2
    0.12, ., -0.09
- Cc1ccc(Nc2nc(OC(C(F)(F)F)C(F)(F)F)nc(N3CCOCC3)n2)cc1
    1.4, 29, 1.9
- O=C(NCc1ccco1)c1ccc(Br)s1
    0.37, 19, 0.12
- COc1ccccc1CNC(=O)c1ccc(OCc2c(C)noc2C)c(OC)c1
    1, 0, -0.15
- CN(/N=C/c1cccnc1)c1cnn(-c2ccc(F)c(Cl)c2)c(=O)c1Cl
    -1.5, 3, -0.46
- O=C(CCn1c(=O)c2ccccc2n(Cc2cccc([N+](=O)[O-])c2)c1=O)N1CCc2ccccc2C1
    -1.4, -44, -0.84

(listing goes on)
Order of values – SDO1 yeast rescue, Insulin prom inh, SDO1 yeast rescue Rescue 24 h
- Cc1ccccc1C1=N/C(=C/c2cccs2)C(=O)O1
    ., 31, .
- CN=C(c1ccco1)n1c(=S)nc(-c2ccco2)n(C)c1=S
    0.3, ., 0.93
- Cc1cc(O)c(C(C)C)cc1NS(=O)(=O)c1ccccc1
    1.3, 35, 2.2
- Cc1ccc(COc2ccc(/C=N/NC(=O)c3ccc(CN4CCOCC4)cc3)cc2)cc1
    -0.53, -9, -0.31
- CCOC(=O)c1ccccc1NC(=O)CSc1nnc(COc2ccccc2)n1CC
    -1.2, ., -0.88
- Cc1ccc(NC(=O)c2noc3c2CC(C(C)(C)C)CC3)cc1 (stereo not drawn)
    -1.1, 8, 0.15
- O=C(NCc1ccccc1)c1ccc(CS(=O)(=O)c2ccccc2)o1
    0.59, 15, 0.31
- c1ccc(-c2nn3c(C4CCCCC4)nnc3s2)cc1
    -0.72, ., -0.25
- O=c1c(F)cn(C2CCCO2)c(=O)n1Cc1ccccc1Cl (stereo not drawn)
    -0.83, -283, -1.4
- Cc1ccc(-c2nc(CS(=O)CC(=O)NCCN3CCCC3)c(C)o2)cc1 (stereo not drawn)
    0.62, ., 0.79
- COC(=O)c1cc(COc2ccc3oc(C)c(C(=O)OC)c3c2)c(C)o1
    -0.95, ., 0.29
- CCc1ccc(-c2nnn(CCC(=O)OC)n2)cc1
    0.84, 6, 0.7
- COc1ccc2[nH]c(=O)c(CN(Cc3cccs3)Cc3nnnn3C(C)(C)C)cc2c1
    0.11, -53, 0.51
- CCCCNC(=O)c1onc(CCl)c1C(=O)OC
    0.16, ., 0.21
- CCCN(CC(=O)Nc1ccc(C(N)=O)cc1)CC(=O)Nc1cc(Cl)ccc1Cl
    ., 6, .

Remaining list, next part.
Order of values – SDO1 yeast rescue, Insulin prom inh, SDO1 yeast rescue Rescue 24 h
- O=C(c1ccco1)N1CCN(C(c2ccccc2Cl)c2nnnn2Cc2cccs2)CC1 (stereo not drawn)
    -0.85, -30, -0.77
- CCN(CC)CC(=O)Nc1nn(-c2ccccc2)nc1C(N)=O
    -0.12, 27, -0.4
- CCCN1C(=O)/C(=C2/C=Cc3ccccc3N2CC)SC1=S
    ., 50, .
- COc1ccc(C(=O)NCC(c2cccnc2)N2CCN(c3ccccc3OC)CC2)cc1OC (stereo not drawn)
    1, ., 0.63
- FC(F)Sc1ccc(NC(=S)NC2CCCCC2)cc1
    -2.2, 0, -1.4
- Cc1ccc(C(=O)Nc2nnc(C)s2)o1
    0.1, 22, 0.07
- Nc1nccnc1C(=O)OCC(=O)Nc1cccc(S(=O)(=O)N2CCCCC2)c1
    0.49, ., 0.58
- CCCC(=O)C1=C(O)C(C(=O)OC)C(C)(C)CC1=NC(C)C (stereo not drawn)
    0.09, -480, -0.09
- Cc1ccc(-c2nnn(CCC(=O)N3CCCCC3C)n2)cc1 (stereo not drawn)
    0.38, 71*, 0.49
- CCN(CC)S(=O)(=O)c1ccc(-c2nnc(SCC(=O)N3CCOCC3)o2)cc1
    0.36, 36, 1.1
- CCc1nc(SCc2cc(Cl)ccc2OC)n[nH]1
    -1.7, 18, -1.3
- Nc1ccc2c(c1)COc1ccccc1O2
    0.34, 44, 0.32
- CC1CCN(CCOc2ccc(Cl)c(Cl)c2)CC1
    -0.43, -15, -1
- COc1ccc(S(=O)(=O)N(CC(=O)O)Cc2ccccc2)cc1OC
    1.5, ., 1.3
- O=C1CC(Sc2nnc(-c3ccccc3O)o2)C(=O)N1c1ccccc1 (stereo not drawn)
    0.82, ., 1.1

Reformatted as labelled records: part of the list above.
smiles: CCN(CC)S(=O)(=O)c1ccc(-c2nnc(SCC(=O)N3CCOCC3)o2)cc1
  SDO1 yeast rescue: 0.36
  Insulin prom inh: 36
  SDO1 yeast rescue Rescue 24 h: 1.1

smiles: CCc1nc(SCc2cc(Cl)ccc2OC)n[nH]1
  SDO1 yeast rescue: -1.7
  Insulin prom inh: 18
  SDO1 yeast rescue Rescue 24 h: -1.3

(further entries)
Order of values – SDO1 yeast rescue, Insulin prom inh, SDO1 yeast rescue Rescue 24 h
- O=C(Nc1ccc(Cl)cn1)c1cccc(S(=O)(=O)N2CCOCC2)c1
    -1.8, -25, -1.5
- CC(Oc1ccc(Cl)cc1Cl)C(=O)NC1=NN(c2ccccc2)C(=O)C1 (stereo not drawn)
    -0.98, ., -1.4
- COc1ccccc1OCCOCCOc1ccccc1Cl
    -0.48, 6, -1
- Cc1[nH]c2ccc(F)cc2c1CCNC(=O)C1CCCCC1C(=O)OCC(F)(F)F (stereo not drawn)
    1.3, 6, 3
- CCSC1=N/C(=C\c2cccc(F)c2)C(=O)S1
    -0.14, 10, -0.69
- Cc1ccc2c(COC(=O)CNC(=O)c3ccccc3)cc(=O)oc2c1
    -0.53, 12, -1.1
- O=C(CSCc1ccc([N+](=O)[O-])cc1)NN=C1CCCCCC1
    1.4, -246, 0.81
- COC(=O)CC1C(=O)NCCN1C(=S)Nc1ccccc1Cl (stereo not drawn)
    ., 32, .
- CC(C)CC(NC(=O)C(CO)NC(=O)C1CCC(=O)N1)C(N)=O (stereo not drawn)
    ., -18, .
- O=C(Nc1cccnc1)/C(N=Nc1ccc(Cl)c(C(F)(F)F)c1)=C(\O)c1ccccc1
    -0.39, -12, 1.2
- CC(NCc1ccco1)C(=O)N1CCc2ccccc2C1 (stereo not drawn)
    0.05, 6, -0.44
- CCn1c(SCC(=O)NCc2ccco2)nc2c(c1=O)SC(C)C2 (stereo not drawn)
    1, -138, 0.99
- CCOC(=O)c1sc2nccc(N(C)C)c2c1N=CNOCc1c(F)cccc1Cl
    -1.4, -39, -1.3
- COc1c(F)c(F)c(C(=O)Nc2ccc3oc(-c4ccncc4)nc3c2)c(F)c1F
    -0.11, 56, 1.1
- CC(=O)NCCOC(=O)Nc1cccnc1
    1.1, ., 1.2

Next section.
Order of values – SDO1 yeast rescue, Insulin prom inh, SDO1 yeast rescue Rescue 24 h
- Nc1nnc(CCS(=O)(=O)c2ccc(Cl)cc2)s1
    1.2, -50, 1.4
- Cc1ccc(-n2cccc2/C=N/n2cnnc2)cc1Cl
    -0.83, -47, -0.64
- Cc1ccc(NC(=O)CSc2nccn2Cc2ccccc2)cc1C
    -1.3, -24, -1.4
- CC(C)Oc1ccc(NC(=O)c2ccncc2)cc1
    0.55, ?, -0.01

3 compounds out of the list, ordered by number of heavy atoms, descending:
Order of values – SDO1 yeast rescue, Insulin prom inh, SDO1 yeast rescue Rescue 24 h
- Cc1ccc(-n2cccc2/C=N/n2cnnc2)cc1Cl
    -0.83, -47, -0.64
- Nc1nnc(CCS(=O)(=O)c2ccc(Cl)cc2)s1
    1.2, -50, 1.4
- CC(=O)NCCOC(=O)Nc1cccnc1
    1.1, ., 1.2

High-throughput results: PubChem BioAssay, several laboratories
